Assay outcomes: PubChem, Fisher Drug Discovery Resource Center
hcGAS lum: Primary biochemical luminescence assay for human cyclic GMP-AMP synthase inhibitors; Q8N884; recombinant h-cGAS, ATP depletion, Kinase-Glo luminescence; inhibition, % at 12.5 µM; 290,000 tested, 0.081% active; AID 1259398, 2018;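 note: 0% = vehicle reaction and 100% = reaction without DNA for no activity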
Target sequence (Q8N884 whole entry, looked up): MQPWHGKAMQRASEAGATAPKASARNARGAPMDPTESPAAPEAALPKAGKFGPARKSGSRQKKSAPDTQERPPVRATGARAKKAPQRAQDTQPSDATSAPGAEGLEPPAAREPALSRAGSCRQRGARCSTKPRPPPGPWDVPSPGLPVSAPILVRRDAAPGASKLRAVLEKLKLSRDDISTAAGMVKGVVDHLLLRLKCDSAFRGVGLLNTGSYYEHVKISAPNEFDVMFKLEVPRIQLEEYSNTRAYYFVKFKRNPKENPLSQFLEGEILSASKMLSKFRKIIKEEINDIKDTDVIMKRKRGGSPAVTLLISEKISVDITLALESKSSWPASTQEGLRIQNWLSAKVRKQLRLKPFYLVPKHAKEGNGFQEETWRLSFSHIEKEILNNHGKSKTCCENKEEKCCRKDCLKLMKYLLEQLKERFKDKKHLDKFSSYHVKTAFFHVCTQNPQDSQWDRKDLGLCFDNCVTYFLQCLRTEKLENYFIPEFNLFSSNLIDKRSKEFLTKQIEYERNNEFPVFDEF
NPYLR7 ag: agonists of mosquito NPYLR7 receptor, primary screen, cell-based, Aedes aegypti, calcium fluorescence, mosquito biting behavior. 270,000 tested, 0.15% active. activation, % at 10 µM. HEK293T NPYLR7/Galpha15, GCaMP6s calcium fluorescence. AID 1259423, 2018. Aedes aegypti neuropeptide Y-like receptor 7 (NPYLR7); in the data active = activation above about 40%;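 note: 0% = vehicle and 100% = reference agonist at the receptor; some compounds past the cut are filed as inactive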
mcGAS inh: cyclic GMP-AMP synthase inhibitors, mouse, primary biochemical chemiluminescence; Q8C6L5; recombinant cGAS, Kinase-Glo ATP depletion luminescence; inhibition, % at 12.5 µM; 160,000 tested, 0.15% active; AID 1259399, 2018;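 note: 0% = negative control wells and 100% = reference inhibitor with no enzyme activity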
The depositor's hits bear a star; / = no result given; & = joins results of further samples. Cut-off read from the data, not from the text of the source, unless noted: active = inhibition above about 40%; inactive = the rest.

The first 3 entries, to show the layout:
SMILES	hcGAS lum	NPYLR7 ag	mcGAS inh
Cc1ccc(F)c(C(=O)N(Cc2ccncc2)Cc2cccnc2)c1	-7	5	/
O=C(Nc1ccc(N2CCc3ccccc32)cc1)C1CCOC1 (stereo not given)	-15	0	/
Cc1cccc(N2CCN(S(=O)(=O)c3ccccc3C(F)(F)F)CC2)c1	-16	18	/

Results, from the first entry:
SMILES	hcGAS lum	NPYLR7 ag	mcGAS inh
Cc1ccc(F)c(C(=O)N(Cc2ccncc2)Cc2cccnc2)c1	-7	5	/
O=C(Nc1ccc(N2CCc3ccccc32)cc1)C1CCOC1 (stereo not given)	-15	0	/
Cc1cccc(N2CCN(S(=O)(=O)c3ccccc3C(F)(F)F)CC2)c1	-16	18	/
O=C(c1ccc(F)cc1C(F)(F)F)N1CCN(c2nc3nccc(-c4ccc(C5CCCCC5)cc4)n3n2)CC1	-7	7	-6
CC#CCN1C(=O)C(CCC(=O)Nc2ccc(C(C)C)cc2)NC(=O)c2ccccc21 (stereo not given)	-8	0	/
C=CCn1c(N/N=C\c2cccc(O)c2)nc2c1c(=O)[nH]c(=O)n2C	-2	4	/
Cc1ccc2sc(N(Cc3cccnc3)C(=O)Cc3ccccc3)nc2c1C	-6	-16	-6
COc1ccccc1NC(=O)NCc1nnc(SCc2cccc(C)c2)n1-c1ccc([N+](=O)[O-])cc1	-2	19	-4
N#Cc1ncn(CC(=O)Nc2sc3c(c2C#N)CCCC3)n1	-15	0	/
O=C(O)c1ccc(NC(=O)c2ccc(F)cc2Cl)s1	-7	9	/
O=C(CCCCl)Nc1cccc([N+](=O)[O-])c1	-5	-2	-5
CC(C)Oc1ccc(C(=O)Nc2ccccc2C(=O)NCc2ccccn2)cc1	-3	15	-17
Fc1cccnc1CN1CCN(C(c2ccccc2)c2ccccc2)CC1	-4	24	-13
O=C(c1ccc(F)c(F)c1F)N1CCC(Cc2ccc(C(F)(F)F)cc2)CC1	2	10	-5
COc1ccc(OCC(=O)N2CCCC(Nc3ccc(C)c(C)c3)C2)cc1 (stereo not given)	-10	11	-13
Cc1cccc(C(=O)N(CC2CCN(Cc3ccccc3F)CC2)CC2CCCO2)n1 (stereo not given)	-6	10	-9
COc1ccccc1-n1cc(-c2ccccc2)c2c(SC(C)C(C)=O)ncnc21 (stereo not given)	-5	-2	/
CCCn1c(C)c(C(=O)OCC)c(O)c(-c2ccccc2)c1=O	-3	-2	/
O=C(NCc1cccc(-n2cccn2)c1)c1cn2ccsc2n1	-1	-2	/
CNC(=O)COc1ccc(CC2NC(=O)COc3ccccc3CCNC2=O)cc1 (stereo not given)	-4	18	-10
Cc1ccc(CNS(=O)(=O)c2ccc(F)c(C(=O)Nc3cc(C)ccc3C)c2)cc1	4	-2	/
Nc1cc(-c2cccc(C(F)(F)F)c2)nn1-c1ccc(C(=O)N2CCc3ccccc3C2)cc1	-10	-7	-4
Cc1ccsc1C(=O)N1CCN(c2ncccc2C(=O)NCC2CCCO2)CC1 (stereo not given)	-8	0	-7
CCN(CC)S(=O)(=O)c1ccc(Cl)c(NC(=O)CCl)c1	-5	-3	27
CN(C)S(=O)(=O)c1ccc(C(=O)NCCn2ncc3c(N4CCCCCC4)ncnc32)cc1	-11	0	-9
COc1ccccc1C(=O)N1CCN(c2cccc(Cl)c2C)C(=O)C1C (stereo not given)	-3	0	51*
FC(F)(F)CN(Cc1ccccc1)Cn1nc(-c2ccncc2)n(C2CC2)c1=S	-2	4	-8
CC(C)COc1nc(-c2ccc3c(c2)OCO3)n(-c2ccc(NC(=O)/C=C/c3ccccc3)cc2)n1	3	1	1
Cc1cc(Oc2cc(N3CCN(C(=O)C4CC4)CC3)ncn2)ccc1Cl	-7	-10	-8
CNC(=S)N1N=C(c2ccc(C)cc2)CC1c1cccc2nccnc12 (stereo not given)	-6	-7	/
Cc1cc2c(SCC(=O)Nc3ccc(F)cc3)ncnc2s1	-1	-8	/
CN1CCOc2cc(S(=O)(=O)N3CC[C@H]4CC[C@@H](C3)N4)ccc21	0	-4	/
Cc1ccc(C)c(N2CCN(c3ccc(S(=O)(=O)C(C)(C)C)nn3)CC2)c1	-8	/	-9
CCOCCCN(CC(=O)N(Cc1cccn1Cc1ccc(F)cc1)C1CCCCC1)C(=O)c1cccc(C(F)(F)F)c1	-4	-12	-5
C=CCN(CC=C)C(=O)Cn1nnnc1CN1CCOCC1	-11	-5	-3
O=C(NC12CC3CC(CC(C3)C1)C2)N1CCOCC1	-4	-1	/
CS(=O)(=O)c1ccccc1C(=O)Nc1ccc(Cl)cc1F	-13	4	/
CCC(C)n1nccc1NC(=O)COc1ccccc1OC (stereo not given)	-8	22	/
COCCOc1nc(-c2ccc(C)cc2)n(-c2cccc(NC(=O)c3ccc(C)cc3)c2)n1	0	-18	1
CCCCC(=O)Nc1ccc(N2CCCC2)c(C(=O)NCc2ccccc2)c1	-4	-4	-7
O=C(c1ccc(O)c(Cl)c1)N1CCN(Cc2cccc(C(F)(F)F)c2)CC1	-12	7	/
CCOc1ccc(S(=O)(=O)n2cc(C)nc2CC)c(C)c1C	-7	6	/
COc1ccc(Br)cc1S(=O)(=O)NCC1COC(C)(C)O1 (stereo not given)	-4	-6	-7
Cc1cccc(NC(=O)N2CCc3ccccc3C2CO)c1 (stereo not given)	-8	7	/
CCOC(=O)c1c(C)nn(-c2ccc(C(=O)Nc3ccccc3Nc3ccccc3)cc2)c1C	-4	-6	-4
Cc1ccnc(NS(=O)(=O)c2ccc(NC(=O)c3cc4ccccc4oc3=O)cc2)n1	-4	7	-8
O=C(NC1CC1)c1cc2n(n1)CCN(C(=O)Cc1[nH]nc3ccccc13)C2	-3	8	-19
CN(C)c1ccc(C2C3C(=O)N(c4ccccc4)C(=O)C3ON2c2ccccc2)cc1 (stereo not given)	0	9	-3
C=CCn1c(SCc2ccc(F)c(Cl)c2)nnc1-c1cc(-c2cc(OC)c(OC)c(OC)c2)nc2ccccc12	-2	-2	-6
Fc1c(F)c(F)c(N=Cc2ccc(N3CCOCC3)cc2)c(F)c1F	2	-6	/

The list goes on:
SMILES	hcGAS lum	NPYLR7 ag	mcGAS inh
CC(C)(C)c1cc2nc(-c3ccccc3)cc(C(=O)NC3CCCCNC3=O)n2n1 (stereo not given)	-4&2	2&-14	-9&-3
COC(=O)c1ccc(CNC(=O)C2CCC(=O)N(CCCc3ccccc3)C2)cc1 (stereo not given)	-4	-6	/
Cc1ccc(S(=O)(=O)NCCc2csc3nc(-c4ccccc4C)nn23)cc1	-9	2	-8
CCOc1ccc(N2CCn3c2nnc(C(=O)NCCCn2ccnc2)c3=O)cc1	-1	6	-4
CCc1ccc(NC(=O)N(CCCOC)Cc2nc(C(=O)NCCCOC)cs2)cc1	-6	20	-5
Cc1ccc(C(c2ccccc2)N2CCN(S(=O)(=O)c3cc(F)ccc3C)CC2)cc1 (stereo not given)	-4	4	-7
CC(=O)N1CCN(C(=O)c2cnn(-c3nccc(-c4cc(C)sc4C)n3)c2C2CC2)CC1	-8	6	/
CSc1nn(Cc2ccc(F)cc2)c(N)c1S(=O)(=O)c1ccccc1	-5	0	-9
Cc1ccc(CNC(=O)c2c(C)noc2-c2ccc(C(C)(C)C)cc2)o1	-4	2	-6
O=C(NCCn1ncccc1=O)c1ccc2ccccc2c1	-11	-1	/
O=C(NC1CC1)c1cccc(-c2cccc(-c3ccn[nH]3)c2)c1	-6	/	-11
Cc1cnn(CC2CC2)c1NC(=O)Cc1csc(N2CCCC2=O)n1	6	-3	/
CCOc1ncccc1CN1CCCC(C(=O)N2CCC(O)(c3ccc(Cl)cc3)CC2)C1 (stereo not given)	0	0	0
N#CCCNC(=O)c1cc(N2CCN(c3cccc(C(F)(F)F)c3)CC2)nc2ccccc12	-2	3	-4
CCOc1ccc(C(=O)NOC2CCCCO2)cc1 (stereo not given)	-11	0	/
CNS(=O)(=O)c1ccc(CN(Cc2cnn(C)c2)CC(C)C)cc1	-7	-3	-11
O=P1(Nc2ccccc2C(F)(F)F)C=C(c2ccccc2)OC(c2ccccc2)=C1	-4	1	-5
CN(C)CCn1ccnc1C1CCN(S(=O)(=O)N2CCCC2)CC1	-6	/	-3
CCC(=O)N1CCC1(C)C(=O)Nc1cc(C2CC2)nn1C (stereo not given)	-18	5	-8
CS(=O)(=O)N1CCC2(CC1)CC(CC(=O)O)CCO2 (stereo not given)	4	/	-1
Fc1ccccc1C1CC(c2cccc(Br)c2)=Nc2nnnn21 (stereo not given)	-6	5	/
O=S(=O)(Cc1cc(Cl)cc(Cl)c1)N1CC[C@H]2CC[C@@H](C1)N2	-1	-1	/
CCc1nc([C@H]2CN(C)C[C@@H]2C(=O)NCc2cnc(C)cn2)c(C)[nH]1	-10	3	-16
CC1(C2CC2)NC(=O)N(CC(=O)N2CCN(S(=O)(=O)c3cccs3)CC2)C1=O (stereo not given)	-8	7	/
CCc1ccc(CCC(=O)N2CCOC(C(F)(F)F)C2)cc1 (stereo not given)	-4	8	/
CC(c1nc2scc(-c3ccccc3)c2c(=O)[nH]1)N1CCN(CC(=O)N2CCCC2)CC1 (stereo not given)	-9	9	-9
C=CCn1c(=NC(=O)c2ccc(N3C(=O)CCC3=O)cc2)sc2cc(S(C)(=O)=O)ccc21	0	3	/
COc1nccnc1NS(=O)(=O)c1ccc(N)cc1	0	-18	/
Cn1c(SCC(N)=O)nc2scc(-c3ccc(F)cc3)c2c1=O	-10	-8	/
Cc1nc(C)c(C(C)NC(=O)NCC(=O)Nc2ccc(Cl)cc2)s1 (stereo not given)	-4	4	/
Cc1ccc(CN(CCc2ccccc2)C(=O)CN(CCN2CCCCC2)S(=O)(=O)c2ccc(Cl)cc2)o1	4	-3	-1
COc1ccccc1Oc1cccc(S(=O)(=O)N2CCCN(Cc3cc(=O)c(OCc4ccc(C(C)(C)C)cc4)co3)CC2)c1	5	-15	2
Fc1ccc(N2CCCN(Cc3nc(C(c4ccccc4)c4ccccc4)no3)CC2)cc1	-12	5	-13
Cc1cccc2sc(N(Cc3ccccc3)C(=O)CCl)nc12	-5	3	0
Cc1ccc(-c2nc(NC(=O)CN(C)C(=O)c3cccs3)n[nH]2)s1	-3	-8	-12
Cc1nc(NCCNC(=O)c2ccco2)cc(N2CCCC2)n1	-5	0	/
O=C(c1ccc(=O)[nH]c1)N(Cc1ccc(C(F)(F)F)cc1)C1CC1	-8	0	/
Cc1noc(OCc2ccc(F)c3cccnc23)n1	-8	14	/
Cc1ccn2c(CNCC3COCCO3)c(C(=O)N3CCCCCC3)nc2c1 (stereo not given)	-5	-6	-5
COc1cccc(NC(=O)C2(C)CCN2C(=O)CCCc2cccs2)c1 (stereo not given)	-8	1	-7

One compound at a time (already shown). Order of values: hcGAS lum | NPYLR7 ag | mcGAS inh
`Cc1ccc(CN(CCc2ccccc2)C(=O)CN(CCN2CCCCC2)S(=O)(=O)c2ccc(Cl)cc2)o1` in the list: 4 | -3 | -1
`Cc1ccc(-c2nc(NC(=O)CN(C)C(=O)c3cccs3)n[nH]2)s1` in the list: -3 | -8 | -12
`O=C(c1ccc(=O)[nH]c1)N(Cc1ccc(C(F)(F)F)cc1)C1CC1` in the list: -8 | 0 | /
`Cc1ccn2c(CNCC3COCCO3)c(C(=O)N3CCCCCC3)nc2c1` (stereo not given) in the list: -5 | -6 | -5
`Fc1ccc(N2CCCN(Cc3nc(C(c4ccccc4)c4ccccc4)no3)CC2)cc1` in the list: -12 | 5 | -13

Some entries already given, reduced to NPYLR7 ag and hcGAS lum.
Molecule | NPYLR7 ag | hcGAS lum
CCN(CC)S(=O)(=O)c1ccc(Cl)c(NC(=O)CCl)c1 | -3 | -5
CN(C)S(=O)(=O)c1ccc(C(=O)NCCn2ncc3c(N4CCCCCC4)ncnc32)cc1 | 0 | -11

Further records
SMILES	hcGAS lum	NPYLR7 ag	mcGAS inh
COc1ccc(-c2cc(C(F)(F)F)n3nc(C(N)=O)c(Br)c3n2)cc1	5	-4	1
COc1ccc(CC(=O)NCc2nnnn2-c2ccc(C)c(C)c2)cc1OC	-8	1	-8
CS(=O)(=O)NCCNc1ccc([N+](=O)[O-])cc1	-6	4	/
Cc1nn(CCO)c(C)c1CN1C[C@@H]2[C@H](C1)[C@H]1CC[C@@H]2O1	-4	8	/
O=C(c1ccc(CSc2nc(Cl)cc(N3CCCC3)n2)cc1)N1CCC(Cc2ccccc2)CC1	-11	-2	-6
CC1(CNC(=O)C2CCCO2)CCOCC1 (stereo not given)	-11	/	-6
Cc1nc(C(C)C)ncc1C(=O)N1CC(c2ccncc2)C1	-2	3	-16
CN(Cc1ccc2ncccc2c1)CC1CCC(N)CC1 (stereo not given)	-11	17	/
CC(C)COCC(O)CN(Cc1ccc2c(c1)OCO2)Cc1cccs1 (stereo not given)	-3	22	-5
Cc1c(C(=O)N2CCC(C(N)=O)CC2)sc2cccc(F)c12	-8	0	/
CN(C)c1ccc(C(=O)N2CCC(n3c(=O)oc4ccc(C(C)(C)C)cc43)CC2)cc1	-11	2	-8
COc1ccccc1Cn1c(C(=O)NCCc2ccccn2)cc2ccsc21	-1	1	-3
Cc1ccccc1/C=C/C1=NCCN1	-4	3	-3
COc1ccc(NC(=O)N2CCN(c3ccc(Nc4ccncc4)nn3)CC2)cc1OC	-6	8	/
COc1ccc(-c2cnc3ncnn3c2N2CCN(C(=O)NCc3ccccc3OC)CC2)cc1	-6	/	-8
Cc1cccc(CNC(=O)N2CCN(C(c3ccccc3)c3ccc(Cl)cc3)CC2)c1 (stereo not given)	-5	19	-8
NC(CCCc1ccccc1)c1ccccc1 (stereo not given)	-8	1	-4
CCc1cccc2c(C(CC(=O)NCCOC)c3ccc(OC)cc3OC)c[nH]c12 (stereo not given)	2	14	-1
O=C(Nc1cccc(I)c1)C(=O)c1c(O)[nH]c2ccccc12	-2	-4	1
